MCF10A rereplic = inducers of DNA re-replication in MCF 10A breast cells | MCF 10A DNA re-replication, Hoechst nuclear intensity, 48 h | actives 2.9% (n = 350,000) | Potency, µM (highest dose often 46.1 µM), for inactives: top-dose activity, positive = re-replication, usual class: activators; note: % of control where 0% means no effect; nearly all actives have a fitted effect of over 50% in size
Nrf2 ARE act = activators of Nrf2 (ARE) signaling | AID 624171 | Potency, µM (doses to about 46.1 µM), for inactives: at the highest dose activation, most hits filed as activators | actives 0.31% (n = 410,000) | AREc32 ARE-luciferase reporter (MCF7-derived line), luminescence, 24 h; note: % of control where 0% means no effect; nearly all actives have a fitted effect of over 65% in size
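Reporter line AREc32 (ARE-Fluc), seeded overnight in OPTI-MEM with 5% FBS; compound pin-transferred, 24 hr at 37 deg C, 5% CO2; luminescent read-out.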
S2 tox = cell viability loss in ATXN counter-screen. S2 cells (HEK-293 line with an ATXN2-luciferase reporter) viability, CellTiter-Fluor protease fluorescence, 24 h. Potency, µM (series often up to 56.7 µM), hits mostly cytotoxic. actives 0.49% (n = 400,000); note: nearly all actives have a fitted effect of over 40% in size
Nrf2 block = blocks Nrf2 signaling | A549 ARE-Fluc reporter, luciferase luminescence, 18-24 h | Potency, µM (top dose mostly 46 µM), without a hit: at the top dose activity change, negative = inhibition, most hits filed as inhibitors | actives 2.1% (n = 360,000) | AID 504444; note: % is set by controls: 0 for no effect and ±100 for the full control effect; nearly all actives have a fitted effect of over 60% in size
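Two sequential reads on A549 ARE_Fluc cells exposed to compound for 18-24 h: a CellTiter-Fluor fluorescence read for viability, then a luciferase luminescence read for Nrf2/ARE activity.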
HepG2 viability = HepG2 cytotoxicity, counter-screen for TGF-b inhibitors. HepG2 CAGA-GFP viability, ATP luminescence, 18 h. actives 0.76% (n = 410,000). Potency, µM (doses to about 46.1 µM), without a hit: top-dose activity change, negative = cytotoxicity, usual class: cytotoxic. AID 588856; note: some results filed as inactive show a strong effect at the top dose
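CellTiter-Glo luminescence gave cytotoxicity after 18 hours at 37 degrees C. The cells were HepG2 CAGA-GFP in 1% FBS DMEM, stimulated with 500 pg/mL TGF-beta after compound addition. %Activity was normalised to no-cell wells (complete cell-killing) and DMSO (no toxicity), and curves were fitted and classified.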
TGFb SMAD3 inh = inhibitors of TGF-b signaling; HepG2 CAGA-GFP TGF-b/SMAD3 reporter, GFP fluorescence, 18 h; TGF-beta stimulated, 500 pg/mL final; Potency, µM (doses to about 46.1 µM), inactives show top-dose activity, negative = inhibition, hits mostly inhibitors; actives 1.2% (n = 410,000); AID 588855; note: % is set by controls: 0 for no effect and ±100 for the full control effect; nearly all actives have a fitted effect of over 65% in size
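HEPG2 CAGA-GFP cells (1000/well, DMEM with 1% FBS) were pre-incubated 2 h at 37 degrees C, given compound by pin tool, then stimulated with TGF-beta at 500 pg/mL final for 18 h before per-cell GFP fluorescence imaging.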
ATXN2 expr inh = ATXN2 expression inhibition. HEK-293 ATXN2-luciferase reporter, luminescence, 24 h. Potency, µM (highest dose often 57 µM), inactives show at the top dose activity change, negative = inhibition, usual class: inhibitors. actives 0.72% (n = 360,000). AID 1745845; note: % is set by controls: 0 for no effect and ±100 for the full control effect; nearly all actives have a fitted effect of over 55% in size
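qHTS (up to 57 uM final) was run with 24 h compound exposure of reporter cells at 37 °C. Each well was multiplexed: SteadyGlo luminescence measured ATXN2-luciferase expression after a fluorogenic Gly-Phe-AFC viability readout (25 uM final).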
EPAC2 antagonist = blocks human EPAC2 exchange factor. Q8WZA2. Potency, µM (titrated, usually from 114 µM), for inactives: at the top dose activity, negative = inhibition, actives largely listed as inhibitors. actives 0.18% (n = 360,000). AID 720708. EPAC2 GEF exchange of Rap1B-BODIPY-GDP, fluorescence; note: % is set by controls: 0 for no effect and ±100 for the full control effect; nearly all actives have a fitted effect of over 45% in size; many of its hits are not listed in these tables
Target sequence (Q8WZA2 whole entry, looked up): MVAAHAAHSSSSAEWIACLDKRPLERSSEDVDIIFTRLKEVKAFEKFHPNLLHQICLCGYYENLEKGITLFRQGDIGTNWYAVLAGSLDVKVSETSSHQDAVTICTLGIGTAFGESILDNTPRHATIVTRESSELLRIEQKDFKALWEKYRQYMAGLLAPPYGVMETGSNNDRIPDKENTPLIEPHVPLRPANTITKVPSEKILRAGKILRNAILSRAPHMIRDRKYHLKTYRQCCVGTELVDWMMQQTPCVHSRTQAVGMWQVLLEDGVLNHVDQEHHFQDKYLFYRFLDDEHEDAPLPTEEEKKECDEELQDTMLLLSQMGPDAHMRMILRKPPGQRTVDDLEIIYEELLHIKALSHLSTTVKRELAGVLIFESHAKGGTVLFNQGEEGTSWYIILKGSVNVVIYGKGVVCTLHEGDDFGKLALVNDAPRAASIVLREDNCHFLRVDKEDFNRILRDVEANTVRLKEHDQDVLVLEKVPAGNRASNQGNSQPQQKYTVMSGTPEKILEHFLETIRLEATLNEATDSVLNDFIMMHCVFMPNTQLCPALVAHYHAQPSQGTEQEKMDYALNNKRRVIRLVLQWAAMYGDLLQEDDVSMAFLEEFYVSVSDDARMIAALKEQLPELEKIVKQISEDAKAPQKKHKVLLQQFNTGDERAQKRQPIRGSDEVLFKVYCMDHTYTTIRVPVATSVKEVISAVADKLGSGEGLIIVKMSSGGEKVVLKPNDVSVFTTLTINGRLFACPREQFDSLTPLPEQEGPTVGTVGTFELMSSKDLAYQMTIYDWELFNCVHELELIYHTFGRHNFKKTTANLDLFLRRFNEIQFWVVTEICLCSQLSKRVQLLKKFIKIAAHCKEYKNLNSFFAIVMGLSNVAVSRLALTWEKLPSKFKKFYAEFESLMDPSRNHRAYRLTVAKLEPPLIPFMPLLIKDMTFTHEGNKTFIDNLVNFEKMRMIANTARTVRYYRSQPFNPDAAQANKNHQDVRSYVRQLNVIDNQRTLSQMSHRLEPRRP
A549 viability = counter-screen for Nrf2 inhibitors: cytotoxicity in A549 cells | Potency, µM (titrated, usually from 46 µM), inactives show at the highest dose activity change, negative = cytotoxicity, actives largely listed as inhibitors | actives 0.16% (n = 390,000) | A549 ARE-Fluc cells, CellTiter-Fluor viability, 18-24 h; note: % is set by controls: 0 for no effect and ±100 for the full control effect
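A549 ARE_Fluc cells in 5% FBS OPTI-MEM were exposed to compounds in concentration-response for 18-24 h at 37 deg C. Viability was read by CellTiter-Fluor fluorescence (Ex 405/Em 525) after 30 min, before the luciferase read.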
* hit, by the source's call; i = inactive; ? = inconclusive; . = not tested or not shown; & = joins results of further samples; [ ] = another dose, or the depositor's remark. Calls come from the whole dose curve; as a rule, active = well fitted curve in the direction sought with a large enough effect; inconclusive = small, poorly fitted or top-dose-only effect, or another doubt; inactive = no such curve, though single readings can be large; an effect the other way counts as inactive or inconclusive. Potency is the fitted concentration of half-maximal effect. Some of the compounds tested, so the mix of outcomes need not match the whole.

Values in the order – MCF10A rereplic	Nrf2 ARE act	S2 tox	Nrf2 block	HepG2 viability	TGFb SMAD3 inh	ATXN2 expr inh	EPAC2 antagonist	A549 viability
Cc1cccc(NC(=O)c2sc3nc4c(cc3c2N)CN(Cc2ccccc2)CC4)c1
  .	3.4%	?	19.2%	0.9%	9.9%	?	.	0.4%
CN1CCN(CCC(=O)N/N=C/C=C2\N(C)c3ccccc3C2(C)C)CC1
  ?	0.4%	?	2.6%	2.2%	0.7%	-35.7%	8.2%	-17.7%
CCCNS(=O)(=O)c1cccc(C(=O)NNC(=O)c2cc(C)oc2C)c1
  -2.4%	1.8%	i	0.2%	-1.4%	-0.5%	1.1%	-0.4%	1.7%
CCOC(=O)Cn1c(O)c(N=NC(=O)OC)c2ccccc21
  -0.5%	0.4%	i	-0.5%	-0.6%	-8.6%	9.3%	0.7%	2.6%
CCCN(CCC)C(=O)Cn1c(=O)n(Cc2ccc(C(=O)NCCc3ccc(OC)c(OC)c3)cc2)c(=O)c2ccccc21
  .	-0.6%	i	?	2.7%	-30.4%	-56.8%	.	-12.5%
CCOc1ccc(C(=O)Nc2cccc(OCc3cc(=O)n4cc(C)sc4n3)c2)cc1
  .	-1.2%	i	-8.5%	0.1%	-19.6%	2.6%	.	-2.3%
Cc1ccsc1C(=O)N(C)CC(=O)N(CC(C)C)c1c(N)n(CC(C)C)c(=O)[nH]c1=O
  0.2%	0.4%	i	1.0%	4.6%	6.8%	-10.3%	3.7%	0.2%
CCC(C(=O)Nc1cc(-c2nc3cccnc3s2)ccc1C)c1ccccc1 (centres undefined)
  .	8.0%	i	?	4.0%	-7.9%	50.1%[activator]	.	-11.8%
CN(C)C=Nc1nonc1-c1ccccc1
  -2.7%	0.3%	i	-1.9%	-18.6%	-22.8%	.	?	11.6%
COc1ccc(C(=O)C2CCCN(C(=O)CCNC(C)=O)C2)cc1OC (centres undefined)
  1.5%	1.6%	i	8.1%	-1.0%	1.6%	3.9%	0.6%	3.9%
Cc1ccc(S(=O)(=O)N2CCOCC2)cc1C(=O)NCc1cccnc1
  -3.2%	0.2%	?	0.3%	4.1%	1.0%	-2.8%	6.8%	0.5%
O=C(COc1cccc(Cl)c1)N1CCC(c2nc3ccccc3s2)CC1
  .	4.1%	?	-29.8%	-15.9%	?	-30.0%	.	-0.9%
CCCCC1=CC2=CC(=O)C(C)(OC(=O)CC)C(=O)C2=CN1CCc1ccc(Br)cc1 (centres undefined)
  9.4%	0.5%	?	?	1.9%	0.6%	6.8%	-23.8%	-4.2%
Cc1ccsc1S(=O)(=O)N1CCC(CO)(CC2CCCCO2)CC1 (centres undefined)
  1.0%	-0.5%	i	-6.5%	-7.3%	4.6%	-7.0%	2.2%	0.7%
NCCC(=O)N1c2ccccc2Sc2ccccc21
  -13.0%	0.1%[9.22 µM]	i	2.4%	-0.7%	1.0%	-11.3%	9.3%	11.5%

3 compounds already listed, arranged by molar mass, low to high:
Values in the order – MCF10A rereplic	Nrf2 ARE act	S2 tox	Nrf2 block	HepG2 viability	TGFb SMAD3 inh	ATXN2 expr inh	EPAC2 antagonist	A549 viability
CN(C)C=Nc1nonc1-c1ccccc1
  -2.7%	0.3%	i	-1.9%	-18.6%	-22.8%	.	?	11.6%
NCCC(=O)N1c2ccccc2Sc2ccccc21
  -13.0%	0.1%[9.22 µM]	i	2.4%	-0.7%	1.0%	-11.3%	9.3%	11.5%
COc1ccc(C(=O)C2CCCN(C(=O)CCNC(C)=O)C2)cc1OC (centres undefined)
  1.5%	1.6%	i	8.1%	-1.0%	1.6%	3.9%	0.6%	3.9%

Next part:
Values in the order – MCF10A rereplic	Nrf2 ARE act	S2 tox	Nrf2 block	HepG2 viability	TGFb SMAD3 inh	ATXN2 expr inh	EPAC2 antagonist	A549 viability
CCCCn1nnnc1C1(C)CCC(=O)N1Cc1ccc(OC)c(OC)c1 (centres undefined)
  .	0.1%	i	.	.	.	16.2%	-0.4%	.
CCOC(=O)c1cc(NC(=O)CN2CCCC2)cc(C(=O)OCC)c1
  17.8%	0.5%	i	25.3%	-28.9%	8.1%	-9.7%	2.2%	3.4%
COc1ccc(S(=O)(=O)N2CCC3(CC2)CC(=O)c2ccccc2O3)cc1OC
  9.1%	0.0%	i	2.1%	-33.0%	6.4%	-15.9%	-0.8%	-5.3%
CCc1ccc(N(CC)C(=O)c2cc3c(=O)oc4ccc(C)cc4c3s2)cc1
  .	0.3%	i	13.2%	-2.5%	0.5%	1.0%	.	-0.7%
CC(C)NC(=O)c1cnn2c1NC(c1cccs1)CC2C(F)(F)F (centres undefined)
  16.5%	0.0%	i	?	-1.8%	-5.0%	-10.3%	-11.2%	0.7%
CCOC(=O)Cc1csc(SCC(=O)NC2CCS(=O)(=O)C2)n1 (centres undefined)
  20.1%	-0.3%	i	7.9%	-3.3%	4.0%	10.9%	3.3%	-1.6%
Cc1nnc(SCC(=O)O)o1
  -3.1%	-0.9%	i	-1.9%	-9.2%	0.8%	-2.5%	8.6%	-7.2%
CC(C)CC(=O)Nc1cccc(C(=O)Nc2ccccc2C(=O)O)c1
  -2.5%	0.3%	i	-20.9%	-1.1%	-9.2%	12.0%	8.1%	5.7%
COc1ccc2[nH]c(=O)c(CN(CC3CCCO3)C(=S)Nc3ccccc3)cc2c1 (centres undefined)
  22.2%	0.0%	i	12.2%	-20.2%	?	.	3.7%	5.5%
CCOC(=O)c1sc(N2N=C(C)C(N=Nc3cccc(C)c3)C2=O)nc1C (centres undefined)
  18.2%	2.8%	i	-11.4%	-12.2%	0.1%	-12.8%	-8.8%	-23.3%
Cc1ccc(C(C)NC(=O)CSc2ccc(S(=O)(=O)N3CCOCC3)cn2)cc1C (centres undefined)
  13.8%	2.4%	i	-7.3%	9.0%	?	-21.3%	20.2%	5.9%
CCC(=O)Nc1cccc(C2=NOC3(C2)C[C@@H](C(N)=O)N(C(=O)c2ccccc2C(=O)c2ccccc2)C3)c1 (some centres undefined)
  15.6%	-0.2%	i	3.2%	-10.9%	-3.8%	2.5%	-3.1%	3.1%
Cc1ccc(OCCCCN2CCc3ccccc3C2)c(C)c1
  25.5%	-0.3%[9.22 µM]	i	8.4%	-35.9%	-29.4%	-20.6%	-5.8%	9.4%
CCOC(=O)c1ccccc1NC(=O)CSc1ncc2c(n1)-c1ccccc1N(CC)S2(=O)=O
  .	1.0%	?	-29.5%	-3.7%	3.1%	-3.0%	.	0.4%
COCCn1c(N)c(N(Cc2ccccc2)C(=O)CSCC(=O)Nc2ccc(C)cc2)c(=O)[nH]c1=O
  3.7%	0.4%	i	-0.6%	-14.0%	-8.1%	-8.3%	2.3%	1.8%

Following part:
Values in the order – MCF10A rereplic	Nrf2 ARE act	S2 tox	Nrf2 block	HepG2 viability	TGFb SMAD3 inh	ATXN2 expr inh	EPAC2 antagonist	A549 viability
CCC(=O)N/N=C(\C)CC(=O)Nc1cc(Cl)ccc1C
  -2.7%	3.9%	i	10.2%	0.6%	8.7%	0.9%	2.6%	-0.4%
COc1ccc(C2=NN(C(N)=S)C(c3ccco3)C2)cc1 (centres undefined)
  21.1%	4.9%	?	10.4%	-1.8%	0.9%	13.4%	-15.0%	0.8%
C/C(=N\Nc1ccc2nncn2n1)c1ccccn1
  ?	0.0%	?	3.66µM*	-1.5%	-14.6%	?	8.0%	-27.3%
COCCCNC(=O)c1cn(C)c(=O)c2cc(OC)c(OC)cc12
  14.0%	0.2%	i	-13.1%	-15.7%	5.0%	-1.1%	-1.6%	-10.4%
O=C(CSc1nnc(Cn2nnc3ccccc32)o1)Nc1ccc(Cl)cc1
  -2.4%	0.0%	i	-4.2%	3.1%	27.0%	3.5%	-17.7%	-3.1%
S=C(NCCCc1cnc[nH]1)NCCCN(Cc1ccc(Cl)cc1)c1ncc(Br)cn1
  .	.	.	?	-90.7%	17.8µM*	.	.	?
Cn1nnnc1Sc1ncnc2scc(-c3ccc(-c4ccccc4)cc3)c12
  8.2µM*	?	?	13.8%&27.7%	-54.3%	?	?	-4.7%	-4.6%&-14.2%
Cc1onc(-c2ccccc2)c1C(=O)OCC(=O)NCc1ccc(F)cc1
  -9.8%	-0.1%	i	1.2%	0.3%	14.1%	-14.4%[11.3 µM]	-3.3%	2.3%
O=S(=O)(Nc1ccccn1)c1ccc(C2CCCCC2)cc1
  -12.7%	1.7%	i	-21.2%	-24.8%	2.6%	5.7%	7.0%	-0.8%
CCOc1ccc(-c2nc(CSCC(=O)NCc3ccc(Cl)cc3)c(C)o2)cc1
  .	-2.4%	?	.	-19.2%	-34.0%	?	.	6.7%
CCCn1cc2c(c1-c1cccc(C)c1)c(=O)n(C)c(=O)n2C
  -17.4%	-1.2%	i	13.7%	3.0%	2.8%	4.1%	2.2%	-6.9%
CC(C)Oc1ccc(C(=O)Nc2nc3c(s2)CC(C(C)(C)C)CC3)cc1 (centres undefined)
  .	-1.1%	i	14.0%	-44.0%	-5.7%	1.1%	.	1.2%
Cc1ccc(OCC(=O)Nc2ccc(F)cc2)c([N+](=O)[O-])n1
  -23.7%	0.8%	i	?	0.6%	13.5%	38.5%[activator]	5.7%	-5.4%
CN(c1ccccc1C(=O)Nc1ccc2c(c1)OCCO2)S(C)(=O)=O
  -184.7%[0.0737 µM]	-0.8%	i	5.2%	-7.1%	-1.8%	-0.1%	2.4%	-1.9%
Cn1c(=O)c2nc3ccc(NC(=O)C(F)(F)F)cc3nc2n(C)c1=O
  .	1.8%	.	12.2%	10.1%	20.0%	1.4%	.	0.2%
CC1(C)SC(=S)N(c2ccccc2)C1/[N+]([O-])=C/c1cccc([N+](=O)[O-])c1 (centres undefined)
  4.1%	-0.3%	i	3.0%	8.7%	15.4%	3.7%	20.0%	7.8%

As a short view, some entries already given:
Values in the order – MCF10A rereplic	Nrf2 ARE act	S2 tox	Nrf2 block	HepG2 viability	TGFb SMAD3 inh	ATXN2 expr inh	EPAC2 antagonist	A549 viability
CCC(=O)N/N=C(\C)CC(=O)Nc1cc(Cl)ccc1C
  -2.7%	3.9%	i	10.2%	0.6%	8.7%	0.9%	2.6%	-0.4%
COc1ccc(C2=NN(C(N)=S)C(c3ccco3)C2)cc1 (centres undefined)
  21.1%	4.9%	?	10.4%	-1.8%	0.9%	13.4%	-15.0%	0.8%

Compound activity as filed in PubChem.
